HEK293 tox – cytotoxicity in counter-screen for GLP-1R inverse agonists; HEK293 cAMP-luciferase reporter cells, luminescence, 24 h; Potency, µM (top dose mostly 38.3 µM), without a hit: at the top dose activity change, negative = inhibition, usual class: inhibitors; 410,000 compounds, 0.13% hits; AID 624418;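 further: loss of luciferase light is scored as toxicity; potency means the concentration at half of the fitted maximal effect; on the % scale 0 is the no-effect control and ±100 the full control effect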
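Seeding density was 200 cells/uL; after overnight-length (12 h) culture, 23 nL compounds went on for 24 h at 37 °C. Readout used a luciferase detection reagent, luminescence taken after 12 min at room temperature.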
GLP-1R agonist – agonists of human GLP-1 receptor. P43220. HEK293 GLP-1R CRE-luciferase, luminescence, 4-6 h; cells express a hypersensitive GLP-1R form. Potency, µM (series often up to 45.6 µM), for inactives: at the top dose activation, usual class: activators. 380,000 compounds, 0.007% hits. AID 624172; further: potency means the concentration at half of the fitted maximal effect; % of control where 0% means no effect
KB-V1 MDR tox – kills drug-selected multidrug resistant KB-V1 cells | Potency, µM (top dose mostly 46.1 µM), for the others: at the top dose activity change, negative = cytotoxicity, most hits filed as cytotoxic | 400,000 compounds, 3.4% hits | KB-V1 MDR cells viability, CellTiter-Glo, 72 h; further: potency means the concentration at half of the fitted maximal effect; on the % scale 0 is the no-effect control and ±100 the full control effect; nearly all actives have a fitted effect of over 60% in size
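In this primary screen, KB-V1 cells overexpressing P-gp are incubated with library compounds (lowest to highest concentration) for 72 h at 37 degrees C before a luminescent ATP viability read.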
PTHR1 ag – activates the human parathyroid hormone receptor PTHR1. Q03431. 410,000 compounds, 0.075% hits. Potency, µM (titrated, usually from 115 µM), inactives show at the top dose activation, hits mostly activators. HEK293 GP2 PTHR1 cells, GloSensor cAMP luminescence, 1 h; further: potency means the concentration at half of the fitted maximal effect; nearly all actives have a fitted effect of over 55% in size; some results filed as inactive show a strong effect at the top dose; inactives centre near -15; many of its hits are not listed in these tables
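HEK-293-derived GP2 cells expressing PTHR1 and a GloSensor cAMP reporter, 3,000/well, plated overnight, given luciferin plus IBMX (each 0.5 mM as added) for 1 h at 37 °C, then compound for 1 h at 37 °C. Luminescence was read after 15 min at room temperature.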
TDP-43 yeast inh – rescues yeast growth from TDP-43 toxicity; TDP-43 expressing yeast growth rescue, BacTiter-Glo, 24 h; Potency, µM (top dose mostly 46.1 µM), without a hit: at the top dose growth rescue (activation), most hits filed as activators; 410,000 compounds, 1.8% hits; AID 652104; further: potency means the concentration at half of the fitted maximal effect; % of control where 0% means no effect; nearly all actives have a fitted effect of over 50% in size
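Luminescence from BacTiter-Glo reports growth of TDP-43-expressing yeast after 24 hr at 30 deg C with compound. Cells were raffinose-pregrown to mid-log, then seeded in galactose medium at OD600=0.02.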
aSyn rescue – alpha-synuclein toxicity inhibition in yeast | AID 652106 | Yeast expressing alpha-synuclein, growth rescue, BacTiter-Glo, 24 h | 370,000 compounds, 0.14% hits | Potency, µM (series often up to 46.1 µM), for inactives: at the highest dose growth rescue (activation), hits mostly activators; further: potency means the concentration at half of the fitted maximal effect; % of control where 0% means no effect; nearly all actives have a fitted effect of over 65% in size
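Readout is rescue of growth in alpha-synuclein-expressing yeast, so inhibitors of toxicity appear as activators. Growth after 24 hr at 30 deg C in galactose medium is quantified by luminescence.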
D3 antag – blocks the human D3 dopamine receptor; P35462; D3R cells, DiscoveRx beta-arrestin luminescence, antagonist mode; hits give low values; max response, negative = inhibition, %; 360,000 compounds, 2.5% hits; in the data active means max response below about -50%; inconclusive means no clear call, values can overlap the other calls; further: on the % scale 0 is the no-effect control and ±100 the full control effect; mostly tested at two doses, the higher about 12 µM
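Cells plated overnight at 1500 cells/well, then exposed to library compounds with dopamine controls for 90 minutes at 37 degrees C. DiscoveRx reagent added for 30–60 minutes at room temperature; luminescence read, quantitative HTS format.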
GLP-1R inv ag – GLP-1 receptor (human) inverse agonism; Potency, µM (doses to about 38.3 µM), for inactives: at the highest dose activity change, negative = inhibition, actives largely listed as inhibitors; HEK293 GLP-1R CRE-luciferase, luminescence, 24 h; GLP-1R form is constitutively active; 410,000 compounds, 1.6% hits; P43220; further: potency means the concentration at half of the fitted maximal effect; on the % scale 0 is the no-effect control and ±100 the full control effect; nearly all actives have a fitted effect of over 55% in size
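Constitutively active GLP-1R drives a cAMP-responsive luciferase in stably transfected HEK293 cells; test compounds are added after overnight (12 h) attachment and left 24 hr, and signal loss in luminescence marks inhibition.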
DRD3 agonist – agonists of human D3 dopamine receptor; AID 652048; D3R DiscoveRx beta-arrestin cells, luminescence, 90 min; max activation, %; P35462; 410,000 compounds, 0.58% hits; in the data active means max activation above about 30%; further: 0% is about no effect; mostly tested at two doses, the higher about 12 µM
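Agonist-mode cell screen: cells plated at 1500/well and incubated overnight at 37 °C, then exposed to library compounds for 90 min at 37 °C. Detection reagent was added for 30–60 min at room temperature, and luminescence was read.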
* hit, by the source's call; i = inactive; ? = inconclusive; nt = not tested or not shown; & = joins results of further samples; ! = repeats disagree; [ ] = dose if it differs, or a comment. Unless noted, the call rests on the fitted dose curve; in most records, active means well fitted curve in the direction sought with a large enough effect; inconclusive means small, poorly fitted or top-dose-only effect, or another doubt; inactive means no such curve, though single readings can be large; an effect the other way counts as inactive or inconclusive. Only part of the results is shown; count on the stated rates, not on these rows.

No. | molecule | HEK293 tox | GLP-1R agonist | KB-V1 MDR tox | PTHR1 ag | TDP-43 yeast inh
1 | COCCCNC(=O)c1c(NC(=O)Cc2coc3c(C)c(C)ccc23)sc2c1CCCC2 | 2% | nt | 8% | -4% | -8%
2 | Fc1ccc(-c2cc(-c3nc(-c4cccc(Cl)c4)no3)[nH]n2)cc1 | 0% | nt | 0% | i | 26%
3 | COc1cc(CNc2ccc3[nH]c(=O)[nH]c3c2)ccc1OCc1ccc(F)cc1Cl | -12%&4% | 12% | 8%&0% | -17%&-14% | 12%
4 | CNC(=O)CSc1nccn1Cc1ccc(Cl)cc1 | 7%[7.66 µM] | 12% | -16% | -1% | 11%
5 | O=C1CC[C@@H](CN(Cc2ccccn2)Cc2nc(-c3ccc(C(F)(F)F)cc3)no2)N1 | -5% | 3% | -3% | i | 11%
6 | O=C(NC(NCc1cccnc1)C(Cl)(Cl)Cl)c1cccc2ccccc12 (stereo not given) | -14% | 11% | -13% | -2% | -2%
7 | COc1ccc(C2C=C(c3ccc(Cl)cc3)Nc3nc(-c4ccc(Cl)cc4)nn32)cc1 (stereo not given) | 73%[activator] | nt | ? | i | -2%
8 | C[C@H](CO)N1C[C@H](C)[C@@H](CN(C)S(=O)(=O)c2cn(C)cn2)Oc2c(NS(=O)(=O)c3ccc(F)cc3)cccc2C1=O | 8% | 2% | 0% | i | 9%
9 | COc1cc(Nc2nc3ccc(Cl)cc3n3cnnc23)cc(OC)c1OC | 25% | 3% | -4% | -24% | -14%
10 | O=C(CNc1cccc(C(F)(F)F)c1)N/N=C/C1CCCCC1 | -18% | 2% | 0% | i | 20%
11 | Cc1ccc(NC(=O)N2CC3CCCN3c3ccccc32)cc1Cl (stereo not given) | 3% | nt | 1% | -4% | ?
12 | CCCn1c(SCC(=O)NCc2ccc3c(c2)OCO3)n[nH]c1=O | 1% | -2% | -7% | ? | -4%
13 | Cc1ccc2c(c1)C(=O)N1[C@H]3c4cc(C)ccc4OC[C@@H]3[C@H](c3ccccc3)[C@]1(C)C(=O)N2 | -4% | -1% | ? | i | -40%[inhibitor]
14 | CSc1nc(-c2ccco2)nn1C(=O)c1ccccc1 | 18% | -5% | 6% | i | -3%
15 | CC(C)(C)c1ccc(-n2ncc3c2CCCC3NC(=O)CCN2CCCC2=O)cc1 (stereo not given) | -3% | -3% | -18% | -1% | 11%

No. | aSyn rescue | D3 antag | GLP-1R inv ag | DRD3 agonist
1 | nt | nt | 4% | -11
2 | nt | nt | 8% | -8
3 | 0% | 17 | 12%&18% | 35*!
4 | -1% | 10 | -6%[7.66 µM] | -1
5 | ? | -4 | 7% | 2
6 | -1% | -17 | ? | -7
7 | nt | nt | ? | -9
8 | 0% | 1 | 1% | -2
9 | -1% | 5 | 76%[activator] | -2
10 | -1% | 9 | ? | -1
11 | nt | nt | -22% | -2
12 | -6% | ? | 19% | 1
13 | -12% | -8 | ? | -15
14 | 14% | 15 | 7% | 2
15 | 0% | 18 | -6% | 2

More structures follow.
No. | molecule | HEK293 tox | GLP-1R agonist | KB-V1 MDR tox | PTHR1 ag | TDP-43 yeast inh
16 | CSc1ccccc1NC(=O)CN(C)C(=O)c1ccc2c(c1)OCCO2 | 4% | 0% | ? | i | -15%
17 | CC(O)[C@H]1CNC(=S)N1CCc1cccc(F)c1 (stereo not given in full) | -7% | 9% | 15% | i | -5%
18 | O=C1NCCN1CCN1C(=O)c2ccccc2NC1c1ccccc1 (stereo not given) | 5% | 2% | 0% | -18% | -6%
19 | c1ccc(CCN2CN(CCCN3CCOCC3)c3nc4ccccc4n3C2)cc1 | 1% | -1% | 3% | i | 0%
20 | Cc1ccc(CNC(=O)C2(C)CCN2C(=O)Cc2ccc(-c3ccccc3)cc2)cc1 (stereo not given) | -3% | -3% | 5% | -10% | 35µM*
21 | COc1ccc(OCC(=O)NCc2n[nH]c(=O)c3ccccc23)cc1 | -1% | 12% | 2% | -10% | -18%
22 | CCc1ccccc1NC(=O)c1noc2c1CC(C(C)(C)C)CC2 (stereo not given) | 4% | nt | 9% | -3% | 14%
23 | CCO[C@H]1OC(C(=O)N2CCN(Cc3ccc4c(c3)OCO4)CC2)=C[C@@H](c2ccc(C(F)(F)F)cc2)[C@@H]1CCCO | -5% | 1% | ? | -6% | -10%
24 | COc1ccc(C)c2sc(N(CCCN(C)C)C(=O)c3ccc4c(c3)OCCO4)nc12 | ? | -16% | -19% | -6% | 13%
25 | C[C@@H](C(=O)Nc1ccc2ccccc2c1)[C@@H]1C[C@@]1(C)[C@@H](NC(=O)c1cccnc1)c1ccccc1 | 5% | -5% | 12% | -26% | 10%
26 | CCC1(c2ccccc2)NC(=O)N(CC(=O)N(C)Cc2c(F)cccc2Cl)C1=O (stereo not given) | 5% | 6% | ? | -10% | 17%
27 | COc1ccc(OC)c2sc(NC(=O)c3ccc(Br)s3)nc12 | 8% | -1% | -15% | i | 5%
28 | O=C1C(c2ccnc3ccccc23)=C(O)c2ccccc21 | -5% | -29% | ? | -7%[57.5 µM] | 10%
29 | CC1(C)CC(=O)C2=C(C1)OC1=C(C(=O)CC(C)(C)C1)C2c1cc([N+](=O)[O-])cc([N+](=O)[O-])c1O | ? | 3% | -13% | -25% | 3%
30 | Cc1ccc(OCC(=O)Nc2ccccc2-c2ccccc2NC(=O)COc2ccc(C)cc2)cc1 | 1% | -1% | ? | i | 17%

No. | aSyn rescue | D3 antag | GLP-1R inv ag | DRD3 agonist
16 | 1% | -6 | -1% | -3
17 | -2% | 8 | 2% | 5
18 | -7% | 4 | -5% | -22
19 | ? | 14 | -2% | 5
20 | ? | 22 | ? | 2
21 | -2% | 5 | 48%[activator] | 1
22 | nt | nt | ? | -1
23 | -1% | -15 | ? | 0
24 | 2% | -8 | ? | -22
25 | 1% | 25 | ? | -4
26 | 0% | 7 | -14% | 8
27 | -1% | 1 | 20% | -7
28 | 18% | 42 | -2% | -7
29 | -6% | -26 | ? | 6
30 | 0% | 2 | 25% | -2

Additional entries
No. | molecule | HEK293 tox | GLP-1R agonist | KB-V1 MDR tox | PTHR1 ag | TDP-43 yeast inh
31 | COc1ccc(C2C(C(N)=O)=C(C)Nc3nc(CCCO)nn32)cc1OC (stereo not given) | 0% | 5% | 6% | -61%[inhibitor] | -15%
32 | O=c1cc(-c2cccc3ccccc23)[nH][nH]1 | -7% | -16% | 13% | -5%[57.5 µM] | -8%
33 | COc1ccccc1OCC(=O)Nc1cc(Cl)ccc1Oc1ccccc1 | 16% | 23% | -4% | -11% | 13%
34 | COc1ccc(CNC(=O)Nc2ccc3c(c2)c(=O)n(C)n3Cc2cccc(C(F)(F)F)c2)cc1 | -2% | -6% | 0% | i | 3%
35 | O=C(c1cccc(F)c1)N1CCCN(C(=O)c2cccc(F)c2)CC1 | 12% | 1% | 16% | i | 13%
36 | COc1ccc(C(=O)Nc2ccc(C3CC3(Cl)Cl)cc2)cc1 (stereo not given) | -12% | 10% | -15% | i | 17%
37 | CN(C)C(=O)c1ccc(=O)n(Cc2ccc(Cl)cc2Cl)c1 | -11% | 10% | 11% | i | -9%
38 | CCCCN(CCCC)CC(O)COc1ccccc1Br (stereo not given) | -7% | -2% | ? | 21% | 9%
39 | COc1ccc(OC)c(/C=C/C(=O)c2ccc3c(c2)OCCO3)c1 | 14% | 1% | ? | -42%[inhibitor] | 11µM*
40 | Cc1ccc(N2CCN(C(=O)c3cn(C)c4ccc(S(=O)(=O)N5CCCC5)cc4c3=O)CC2C)cc1 (stereo not given) | -9% | nt | nt | 0% | 16%
41 | CN(C)c1ccc(NS(=O)(=O)c2ccc(-c3csnn3)cc2)cc1 | -10% | 6% | -2% | -24% | -22%
42 | Cc1cc(C(=O)Nc2ccccc2Cl)n(-c2ccccc2)n1 | 4% | 27% | 19% | -7% | 0%
43 | CCCCOc1ccc(C(=O)N2CCN(c3ccc(N4CCOCC4)nn3)CC2)cc1 | 24% | 10% | -1% | -11% | -19%
44 | CCCN(C(=O)Cn1cnc2sc(C)c(S(=O)(=O)N3CCN(c4ncccn4)CC3)c2c1=O)c1cccc(C)c1 | -2% | 1% | 0% | -7% | 2%
45 | CCOC(=O)c1cnc2nc(NCc3ccc(OC)c(OC)c3)[nH]n2c1=O | -12% | -7% | 21% | i | -4%

No. | aSyn rescue | D3 antag | GLP-1R inv ag | DRD3 agonist
31 | -2% | 0 | 2% | 6
32 | 3% | 0 | 1% | -1
33 | 6% | -18 | -27% | 2
34 | 0% | -14 | -27% | 2
35 | 2% | 23 | 39%[activator] | -4
36 | -9% | 2 | ? | -3
37 | -4% | -18 | 8% | -10
38 | -7% | -7 | ? | -8
39 | -11% | 14 | ? | 2
40 | nt | nt | -6% | -2
41 | 11% | ? | -3% | 11
42 | 8% | -5 | 15% | -2
43 | 1% | 7 | ? | -2
44 | nt | nt | 13% | -1
45 | -3% | 4 | -13% | -17

Single records (already shown). Order of screens: HEK293 tox	GLP-1R agonist	KB-V1 MDR tox	PTHR1 ag	TDP-43 yeast inh	aSyn rescue	D3 antag	GLP-1R inv ag	DRD3 agonist
Record of CCCCN(CCCC)CC(O)COc1ccccc1Br (stereo not given) → -7%	-2%	?	21%	9%	-7%	-7	?	-8
Record of COc1ccc(CNC(=O)Nc2ccc3c(c2)c(=O)n(C)n3Cc2cccc(C(F)(F)F)c2)cc1 → -2%	-6%	0%	i	3%	0%	-14	-27%	2
Record of CN(C)C(=O)c1ccc(=O)n(Cc2ccc(Cl)cc2Cl)c1 → -11%	10%	11%	i	-9%	-4%	-18	8%	-10
